NCI-60 one-dose screen, 48 h, at 10 µM unless noted. Numbers give growth in % (100 = growth as untreated, 0 = no growth, -100 = all killed).
CCRF-CEM: CCRF-CEM leukemia; actives 7% (n = 77,000); AID 1794778
SR: SR leukemia cells; actives 8.7% (n = 73,000); AID 1794780
RPMI-8226: RPMI-8226 leukemia cells. actives 7.5% (n = 77,000). AID 1794781
K-562: K-562 leukemia | actives 7.4% (n = 78,000) | AID 1794777
MDA-MB-435: MDA-MB-435 melanoma; actives 7.8% (n = 82,000); AID 1794794
MDA-MB-231: MDA-MB-231 breast cancer; actives 5% (n = 81,000)
MOLT-4: MOLT-4 leukemia cells. actives 6.9% (n = 80,000). AID 1794779
MDA-MB-468: MDA-MB-468 breast cancer; AID 2202374; actives 8.5% (n = 78,000)
* hit, by the source's call; . = not tested or not shown; & = joins results of further samples. How the source made its calls: active means growth percent below 10; inactive means the rest.

SMILES	CCRF-CEM	SR	RPMI-8226	K-562	MDA-MB-435	MDA-MB-231	MOLT-4	MDA-MB-468
Cn1cc(Cc2ccccc2)c(=O)c(Cc2ccccc2)c1	99	82	102	104	108	108	97	102
CC12CCC3C(CCC4CC(=O)/C(=C\O)CC43C)C1CCC(=O)O2 (configuration not stated)	.	.	.	104	110	111	106	108
Cc1nn(-c2ccccc2)c(Oc2ccccc2)c1-c1nc2ccc(C(=O)O)cc2[nH]1	108	103	105	95	106	107	110	97
O=c1cc(-c2sc(N3CCCC3)nc2-c2ccccc2)c2cc(Cl)ccc2o1	87	66	79	59	90	77	86	113
COc1ccc(C2C(C#N)=C(N)Oc3c2c(C)nn3-c2ccc(Cl)cc2)cc1 (configuration not stated)	101	103	100	100	104	91	104	103
O=C1c2ccccc2C(=O)c2cc(O)ccc21	112	103	104	123	99	103	108	102
CCCCn1cnc2c(SCc3ccc(Br)cc3)nc(N)nc21	74	52	63	.	94	87	64	76
NS(=O)(=O)c1ccc(Nc2nc(SCC(=O)c3ccc(F)cc3)nc3ccccc23)cc1	27	20	31	24	0.4*	52	17	11
Cc1c(C#N)c2n(c1C)CCCC(=O)N2	102	98	107	114	111	106	101	97
O=C(Nc1cc(C(F)(F)F)cc(C(F)(F)F)c1)Nc1ccc(Cl)cc1C(=O)O	95	115	103	77	101	112	105	92
COc1cccc2c1C(CCCC(=O)O)CCC2 (configuration not stated)	94	94	.	104	110	103	95	111
CC(C)NCCOS(=O)C(c1ccccc1)c1ccccc1 (configuration not stated)	101	101	99	100	111	105	95	98
O=S(=O)(NCCCNc1nccc(-n2ccc3cccnc32)n1)c1ccc(Cl)cc1	95	103	.	82	104	97	91	84
CSc1nc(-c2cccc(Br)c2)c(C#N)c(=O)[nH]1	98	94	99	102	105	119	83	97
CCc1cnc2ccccc2c1/C=C/c1ccc(N(C)C)cc1	33	5.0*	67	13	7.6*	39	34	25
CCCCCCCCCCCCCCCCOc1ccc(S(=O)(=O)Nc2cc(C(=O)OC)cc(C(=O)OC)c2)cc1N	108	74	115	99	97	107	90	105
O=C(/C=C/c1cccc([N+](=O)[O-])c1)c1ccc(Nc2nc(Nc3ccc(F)cc3)nc(Nc3ccc(Cl)cc3)n2)cc1	44	8.6*	32	70	102	92	3.9*	.
CN(C)c1ccc(CC(C#N)c2cc3ccccc3[nH]2)cc1 (configuration not stated)	93	80	.	78	98	98	92	100
Cn1cc(CC2CC(=O)N(c3ccccc3)C2=O)sc1=NC(=O)c1ccccc1 (configuration not stated)	108	96	105	104	101	111	106	100
Cn1cc(NC(=O)c2cc(NC(=O)CCSc3ccc4ccccc4c3)cn2C)cc1C(=O)NCCCN1CCOCC1	93	24	56	67	111	111	64	62
CCCn1c(O)c(N=Nc2ccc(S(N)(=O)=O)cc2)c2cc(Br)ccc21	86	89	74	79	102	90	88	86
COc1ccc(N2CCN(/C(=N/c3sc(-c4ccccc4)nc3-c3ccccc3)c3ccc(C)cc3)CC2)cc1	82	96	86	80	95	90	90	76
COc1ccc(C(O)c2ncn(C)c2Cc2ccc(OCc3ccccc3)cc2)cc1 (configuration not stated)	109	.	59	72	99	81	61	62
CN(C)CCCN1c2ccccc2Oc2ccc(Cl)cc21	67	43	63	56	68	34	55	35
CCN(CC)C(=O)c1ccccc1	101	123	110	116	109	105	122	107

Ordered by molecular weight (high to low): some entries from above.
SMILES	CCRF-CEM	SR	RPMI-8226	K-562	MDA-MB-435	MDA-MB-231	MOLT-4	MDA-MB-468
Cn1cc(NC(=O)c2cc(NC(=O)CCSc3ccc4ccccc4c3)cn2C)cc1C(=O)NCCCN1CCOCC1	93	24	56	67	111	111	64	62
O=C(/C=C/c1cccc([N+](=O)[O-])c1)c1ccc(Nc2nc(Nc3ccc(F)cc3)nc(Nc3ccc(Cl)cc3)n2)cc1	44	8.6*	32	70	102	92	3.9*	.
COc1ccc(N2CCN(/C(=N/c3sc(-c4ccccc4)nc3-c3ccccc3)c3ccc(C)cc3)CC2)cc1	82	96	86	80	95	90	90	76
O=S(=O)(NCCCNc1nccc(-n2ccc3cccnc32)n1)c1ccc(Cl)cc1	95	103	.	82	104	97	91	84
CCCn1c(O)c(N=Nc2ccc(S(N)(=O)=O)cc2)c2cc(Br)ccc21	86	89	74	79	102	90	88	86
COc1ccc(C(O)c2ncn(C)c2Cc2ccc(OCc3ccccc3)cc2)cc1 (configuration not stated)	109	.	59	72	99	81	61	62
Cc1nn(-c2ccccc2)c(Oc2ccccc2)c1-c1nc2ccc(C(=O)O)cc2[nH]1	108	103	105	95	106	107	110	97
CCCCn1cnc2c(SCc3ccc(Br)cc3)nc(N)nc21	74	52	63	.	94	87	64	76
CC12CCC3C(CCC4CC(=O)/C(=C\O)CC43C)C1CCC(=O)O2 (configuration not stated)	.	.	.	104	110	111	106	108
CSc1nc(-c2cccc(Br)c2)c(C#N)c(=O)[nH]1	98	94	99	102	105	119	83	97
CN(C)CCCN1c2ccccc2Oc2ccc(Cl)cc21	67	43	63	56	68	34	55	35
CCc1cnc2ccccc2c1/C=C/c1ccc(N(C)C)cc1	33	5.0*	67	13	7.6*	39	34	25
Cn1cc(Cc2ccccc2)c(=O)c(Cc2ccccc2)c1	99	82	102	104	108	108	97	102
COc1cccc2c1C(CCCC(=O)O)CCC2 (configuration not stated)	94	94	.	104	110	103	95	111
O=C1c2ccccc2C(=O)c2cc(O)ccc21	112	103	104	123	99	103	108	102
CCN(CC)C(=O)c1ccccc1	101	123	110	116	109	105	122	107

Other records follow:
SMILES	CCRF-CEM	SR	RPMI-8226	K-562	MDA-MB-435	MDA-MB-231	MOLT-4	MDA-MB-468
CCCCc1ccc(-c2nn[nH]n2)nc1	123	94	115	96	102	95	100	94
CCOC(=O)c1c2c(n(-c3ccc(C#N)cc3)c1-c1ccccc1)C=CCC2	96	92	86	71	95	92	81	89
COc1cc2c(/C=C3/C(=O)Nc4ccc(O)cc43)c(Cl)n(Cc3cc(OC)c(OC)c(OC)c3)c2cc1C	-9.6*	-38*	-23*	-31*	2.9*	61	-24*	.
O=C(/C=C(/C=C/c1coc2ccccc12)OB(F)F)/C=C/c1coc2ccccc12	73	49	85	72	48	101	86	112
O=[N+]([O-])c1ccc(-c2cc(CCCCO)on2)cc1	88	.	85	96	100	99	103	94
COc1cc(C=O)cc([N+](=O)[O-])c1O	106	84	104	98	106	117	93	105
O=C1NC2(Nc3ccccc31)C(=O)Nc1c(Cl)cc(Cl)cc12 (configuration not stated)	103	93	105	99	103	95	93	112
CCOC(=O)C(c1ccccc1)N1C(=O)c2ccccc2C1=O (configuration not stated)	102	115	98	114	93	103	101	137
NC(=O)c1ccccc1C(=O)O	72	89	98	102	105	102	86	102
C=CCOc1cccc(NC(=O)C[N+](CCC)(CCC)Cc2ccc(Cl)cc2)c1	67	60	66	76	92	76	71	51
C=CCc1cc(C)ccc1NC(C(=O)NCC(=O)OC)c1ccccc1 (configuration not stated)	105	95	.	106	101	.	97	111
CCOC(=O)C1([N+](=O)[O-])CC(c2ccccc2)ON(c2ccccc2)C1c1ccc(OC)cc1 (configuration not stated)	.	101	61	66	82	79	74	65
COc1cc(C(=O)N2Cc3cc4ccccc4nc3C2C)cc(OC)c1OC (configuration not stated)	93	.	98	126	109	106	120	105
C[C@H]1C[C@@H]2[C@H]([C@@H](O)C[C@@]3(C)[C@H]2CC[C@]3(O)C(=O)COC(=O)CCC(=O)O)[C@@]2(C)C=CC(=O)C=C12	.	60	65	91	105	101	78	105
N#CCC(=O)N1CCCCC1	95	90	98	99	124	99	89	110
C[C@@H]1CN(C=O)[C@@H](C)CN1C(=S)Nc1ccccc1	92	92	90	94	110	103	78	102
O=C1NC(=O)c2c1c1c3ccccc3ccc1c1[nH]c3ccccc3c21	9.9*	-9.5*	1.6*	9.3*	9.1*	34	3.2*	7.3*
CCCCCCCOc1c2c(nc3c1c1ccccc1n3C)-c1ccccc1C2	86	76	94	97	109	76	98	111
COc1nc2cc(OC(C)C)ccc2cc1-c1nc2c(cnn2-c2ccc(Br)cc2)c(=O)[nH]1	100	125	104	104	100	99	106	102
COc1cc(-c2nc(N=Nc3c(O)[nH]c4ccc(C)cc34)[nH]c(=O)c2C#N)cc(OC)c1OC	91	88	98	82	103	91	99	98
O=C(N/N=C/c1cccc([N+](=O)[O-])c1)c1ccccc1	90	98	96	95	86	103	96	58
CCCCCCc1cc(N=Nc2ccc(S(=O)(=O)Nc3nnc(C)s3)cc2)c(O)cc1O	91	91	95	92	95	115	91	102
Clc1cncc(Nc2ncnc3ccc(-c4cccc(-c5nn[nH]n5)c4)cc23)c1	99	95	97	98	95	98	99	92
CC1OCOC1C1OCOCC1OC(=O)c1ccccc1 (configuration not stated)	106	98	105	113	92	91	108	110
COc1ccc2c(c1)Cc1cc(NC(=O)c3ccccc3-c3ccccc3C(=O)O)ccc1-2	99	115	92	98	105	87	101	86

Single entries from above:
CCRF-CEM result of O=C(N/N=C/c1cccc([N+](=O)[O-])c1)c1ccccc1 : 90
SR result of N#CCC(=O)N1CCCCC1 : 90

More results
SMILES	CCRF-CEM	SR	RPMI-8226	K-562	MDA-MB-435	MDA-MB-231	MOLT-4	MDA-MB-468
CCCCN(CCCC)C1N=C(C)Nc2c1sc(=S)n2-c1ccc(OC)cc1OC (configuration not stated)	87	.	68	71	97	75	70	82
CCOC(=O)c1ccncc1	108	101	106	99	107	110	104	89
Nc1nccc(=O)[nH]1	108	101	109	99	108	105	103	111
Cc1ccc2c(c1)C[C@@]1(C)c3ccccc3N(C)[C@H]1N2	86	93	95	88	112	114	88	111
Cc1cc(C)c(N)cc1C	101&108	116	97&83	107&134	107&97	106&97	102&95	103&115
COc1cccc(NC(N)=O)c1	113	112	107	104	103	108	103	105
C=CCCCCCCCCC1OCC(C)O1 (configuration not stated)	112	109	99	103	106	91	126	104
C=CC[C@@]12Cc3ccccc3N[C@@H]1N(C)c1ccccc12	85	94	103	95	107	97	83	114
O=C1Nc2ccccc2/C1=C/c1cccs1	97	121	94	114	104	94	102	-20*
Cc1cccc(NC(=O)Nc2ccc(Nc3ncnc4sc5c(c34)CCOC5)cc2)c1	107	98	111	112	105	87	102	106
O=C1NC(=O)C2C3C(C(O)(c4ccccc4)c4ccccn4)=CC(/C3=C(\c3ccccc3)c3ccccn3)C12 (configuration not stated)	97	108	101	93	114	82	85	107
O=C1CCC23OC=CC2C2(Nc4ccccc4NC2=O)c2cc(Br)ccc2N13 (configuration not stated)	113	112	98	98	104	99	117	109
N=C1SCc2ccc3ccccc3c21	88	80	83	97	103	87	62	107
O=C(OCC(O)CO)c1ccccc1Nc1ccnc2cc(Cl)ccc12 (configuration not stated)	93	71	91	50	90	75	75	102
CCOC(=O)C1=C(N)N(c2ccccc2)C(C(=O)OCC)=C(C(=O)OCC)C1c1cc(=O)[nH]c2ccccc12 (configuration not stated)	100	86	110	.	96	94	.	91
COc1ccc(/C=C2\CN(C)CC3C2=NN(CCO)C3c2ccc(OC)c(OC)c2)cc1OC (configuration not stated)	103	.	80	93	.	88	75	89
O=C(NCc1ccc(Cl)cc1Cl)C1CCC(=O)N1C(=O)Nc1ccc(-c2ccccc2)cc1 (configuration not stated)	95	84	96	89	98	85	73	81
CC(=O)O[C@@H]1C[C@]2(C)[C@@H](C3(C)OCCO3)CC[C@H]2[C@@H]2C[C@H]3O[C@]34CC3(CC[C@]4(C)[C@H]21)OCCO3	.	91	98	106	108	109	97	97
COC(=O)[C@]12CCC(C)(C)C[C@H]1[C@H]1C(=O)C[C@@H]3[C@@]4(C)CC[C@H](O)C(C)(C)[C@@H]4CC[C@@]3(C)[C@]1(C)CC2	75	.	101	80	96	98	83	130
CC1(C)CCC(=O)OC1=O	.	76	.	88	106	106	83	125
COc1ccc(Cn2cc3c(c2-c2cc(OC)c(OC)c(OC)c2)CCc2c(CO)noc2-3)cc1	20	22	22	7.1*	-27*	18	17	-18*
O=C(O)CCCN1C(=O)/C(=C/c2cnc(-c3ccccc3)s2)SC1=S	.	.	81	71	88	63	66	88
Cc1nn(-c2nc(-c3ccccc3)c(C#N)c(=O)n2C)c(C)c1N=Nc1ccc(S(N)(=O)=O)cc1	103	122	81	.	101	106	104	95
NC1c2ccccc2-c2ccccc21	100	103	93	100	97	105	99	93
C/C=C(/C(=C/C)c1ccc(O)cc1)c1ccc(O)cc1	17	15	18	23	-40*	49	34	-15*
SMILES	CCRF-CEM	SR	RPMI-8226	K-562	MDA-MB-435	MDA-MB-231	MOLT-4	MDA-MB-468
O=C1c2ccccc2C23C(=C(Br)c4ccccc42)CCCN13 (configuration not stated)	104	100	95	99	102	103	111	94
O=S(=O)(NCCCl)c1cc(Cl)c(Cl)cc1Cl	69	23	112	40	26	94	58	78
NC(CCCCNC=O)C(=O)O (configuration not stated)	98	103	103	.	106	112	108	101
CCCCCCCCNC(C)C(O)c1ccc(SC(C)C)cc1 (configuration not stated)	-0.7*	-55*	15	-60*	-41*	90	-47*	18
O=C(O)c1cccc2c1C(=O)c1cc([N+](=O)[O-])ccc1-2	103	94	101	115	102	105	80	97
C#CCC1(c2ccc(F)c(F)c2)NS(=O)(=O)c2ccccc21 (configuration not stated)	99	76	109	89	107	109	90	95
C=CCOC(=O)C(O)c1ccccc1 (configuration not stated)	106	97	105	97	110	110	88	112
COc1ccc(C2=NN(C(=O)COc3ccc(Cl)cc3)C(O)(c3cc(F)c(Cl)cc3Cl)C2)cc1OC (configuration not stated)	-62*	-35*	-75*	-67*	8.7*	30	-32*	.
CC1(C)C=C2[C@H]3CC[C@@H]4[C@@]5(C)CCCNC(C)(C)[C@@H]5CC[C@@]4(C)[C@]3(C)CC[C@@]2(CO)CC1	99	38	93	95	101	101	99	100
COc1cc2ncn3c(=O)[nH]nc3c2cc1OC	109	96	111	95	109	118	96	103
Cc1ccc(S(=O)(=O)NCCCNc2nccc(-c3c(-c4cccc(N)c4)nc4sccn34)n2)cc1	42	59	61	49	45	76	38	64
COc1c2c(cc3occc13)O/C(=C\c1ccc(Cl)cc1)C2=O	84	104	74	112	104	80	97	128
N#C/C(=C/NC(=S)Nc1ccccc1)C(N)=O	103	97	101	98	108	102	98	105
